Source: PubChem (several laboratories)
TRPC4 act – activators of mouse TRPC4 channel; Q9QUQ5; HEK293 TRPC4beta/mu-opioid, Fluo4 calcium fluorescence; hits give high values; B-score at 10 µM; hit rate 0.49% among 310,000; AID 2237;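 active = B-score above 5 SD of library B-scores, and initial fluorescence ratio not above library mean plus 5 SD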;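 also: positive B-score marks a calcium rise read as TRPC4 activation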
Target sequence (Q9QUQ5 whole entry, looked up): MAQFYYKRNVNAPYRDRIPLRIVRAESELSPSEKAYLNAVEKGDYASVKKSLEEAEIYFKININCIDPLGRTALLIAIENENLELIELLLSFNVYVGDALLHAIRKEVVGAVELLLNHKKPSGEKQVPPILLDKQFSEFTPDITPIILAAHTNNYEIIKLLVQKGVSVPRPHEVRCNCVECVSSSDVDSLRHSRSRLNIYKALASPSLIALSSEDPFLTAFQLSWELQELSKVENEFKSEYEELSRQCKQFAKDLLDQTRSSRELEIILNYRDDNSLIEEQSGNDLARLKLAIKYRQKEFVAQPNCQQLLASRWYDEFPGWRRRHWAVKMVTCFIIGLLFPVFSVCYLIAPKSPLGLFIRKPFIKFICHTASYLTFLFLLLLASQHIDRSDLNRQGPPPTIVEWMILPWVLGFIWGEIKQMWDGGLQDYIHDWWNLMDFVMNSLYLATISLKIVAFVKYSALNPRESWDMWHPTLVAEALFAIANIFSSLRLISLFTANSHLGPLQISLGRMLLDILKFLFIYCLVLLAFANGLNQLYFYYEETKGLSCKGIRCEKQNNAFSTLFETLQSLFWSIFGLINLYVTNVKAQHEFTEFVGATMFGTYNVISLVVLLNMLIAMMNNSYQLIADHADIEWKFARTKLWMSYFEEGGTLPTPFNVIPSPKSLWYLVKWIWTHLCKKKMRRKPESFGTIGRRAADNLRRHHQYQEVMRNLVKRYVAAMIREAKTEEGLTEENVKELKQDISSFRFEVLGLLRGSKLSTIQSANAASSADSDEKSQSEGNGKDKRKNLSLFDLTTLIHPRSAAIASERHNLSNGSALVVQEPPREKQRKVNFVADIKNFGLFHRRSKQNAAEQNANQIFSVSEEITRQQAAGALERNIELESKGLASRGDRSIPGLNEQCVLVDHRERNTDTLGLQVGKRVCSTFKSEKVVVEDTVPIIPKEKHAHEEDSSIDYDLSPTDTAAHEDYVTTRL
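Assay system: HEK293 stable line with TRPC4beta plus mu-opioid receptor. Times: dye 45 min RT, read 110 s. Measured by: kinetic Fluo4 calcium fluorescence. Measure: B score of integrated ratio. Controls: assay buffer as low control, maximal DAMGO as high control.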
MrgX1 PAM – allosterically activates human MrgX1 receptor signaling | Q96LB2 | MrgX1-HEK293, Fluo-4 calcium flux, FDSS; hits give high values | B-score at 10 µM | hit rate 0.63% among 310,000 | AID 588675;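 active = plate-corrected calcium response at least 3 library SD above typical, normal starting fluorescence, not activating the receptor alone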;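 also: compound read alongside a low EC10 to EC30 dose of BAM8-22 agonist; peak minus trough fluorescence over baseline measured at the second addition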
TRPC4 potent – allosterically enhances the mouse TRPC4 cation channel; hit rate 0.42% among 310,000; Q9QUQ5; B-score at 10 µM; HEK293 TRPC4beta/mu-opioid, DAMGO EC20, Fluo-4 Ca2+ flux; hits give high values;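 active = B-score of calcium response area above 5 SD of library B-scores, with initial fluorescence ratio within 5 SD of library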;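 also: B-score of integrated fluorescence ratio over time as area under calcium response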
MrgX1 agonist – activates human MrgX1 receptor signaling; B-score at 10 µM; MrgX1-HEK293 cells, Fluo-4 calcium fluorescence, agonist mode; hits give high values; hit rate 0.44% among 310,000; Q96LB2;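 active = calcium response B-score plate-corrected fluorescence ratio at least 3 library SD, with starting fluorescence B-score inside 5 SD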
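System – MrgX1-expressing HEK293 cells · Incubation – cells plated overnight, dye loaded 0.5 h 37 °C, 0.5 h room temperature · Technique – kinetic Fluo-4 NW fluorescence of intracellular calcium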
HIF activator – HIF pathway transcriptional activation. U2OS HRE-luciferase reporter, luminescence; normalized: DMSO 0%, desferrioxamine 100%. activation, % at 7.5 µM (by protocol). hit rate 0.32% among 300,000. AID 1910;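 active = mean activation of at least 10% of the iron chelator positive control signal, with at least half of replicates also reaching 10%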
TRPC6 act – activates the mouse TRPC6 cation channel; B-score at 10 µM; AID 2550; hit rate 0.13% among 310,000; HEK293-TRPC6 membrane potential dye fluorescence; hits give high values;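 active = B-score of the integrated fluorescence ratio above library mean plus 3 SD, and starting fluorescence ratio within library mean plus 5 SD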;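 also: higher score means more depolarization so channel activation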
TRPC4 inh – blocks the mouse TRPC4 cation channel | Q9QUQ5 | HEK293 TRPC4beta/mu-opioid, DAMGO-evoked Fluo4 calcium flux; hits give low values | B-score at 10 µM | hit rate 0.39% among 300,000 | AID 2247;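 active = B-score over 3 SD under the library average, no early fluorescence shift, positive overall ratio signal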
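System: stable TRPC4beta/mu-opioid receptor HEK293 cells; Dosing: single-point compound dosing; Measured by: Fluo4 Ca2+ flux fluorescence; Read-out basis: per-well B score of integrated baseline-normalized Fluo4 ratio.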
PolyA inh – blocks polyadenylation in yeast reporter cells. calls only at 12 µM. hit rate 0.02% among 300,000. S. cerevisiae SKY197-pL101 polyadenylation reporter, beta-gal luminescence; efflux-impaired pdr1/pdr3 knockout yeast; score 100 = 6 SD above DMSO;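 active = lowest replicate activity score at least 50, where 100 means six control SD above control mean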;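 also: yeast exposed to compound for 9 h at 30 °C; higher score means more reporter readthrough which indicates perturbed polyadenylation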
MrgX1 antagonist – antagonists of human MrgX1 receptor; hit rate 1.3% among 310,000; MRGX1-HEK293 calcium flux, Fluo-4, BAM8-22 antagonism; hits give low values; B-score at 10 µM; Q96LB2;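 active = calcium-response B-score plate-corrected more than 3 library SD below zero, starting fluorescence within 5 deviations, no agonist response on first addition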;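 also: peak minus trough fluorescence over baseline after final BAM8-22 challenge near maximal dose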
AI-2 QS mod – modulates the Vibrio harveyi AI-2 quorum sensing system; activity change, % at 7.5 µM; AID 2094; hit rate 0.4% among 300,000; Vibrio harveyi JMH597 AI-2 luminescence/OD600 ratio, 9 h; hits give low values; strain lacks LuxN and CqsS sensors; 0 = neutral-control median; in the data active = activity change below about -75%, passing the limit was not always enough;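 also: luminescence divided by OD600 gain over 9 h not by final OD600 alone; inactives centre near 13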
TRPC6 inhibitor – inhibitors of mouse TRPC6 channel; B-score at 10 µM; Q61143; hit rate 1.1% among 310,000; HEK293-TRPC6, membrane potential dye, ACh-evoked depolarization; hits give low values;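 active = B-score under library mean minus 3 SD, initial fluorescence not abnormally high, positive integrated signal ratio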;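 also: B-score derived from integrated fluorescence ratio over the kinetic read; more negative B-score means stronger inhibition of depolarization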
* hit, by the source's call.

What do the screens show for `CC(C)(C)N1C(=O)c2ccccc2NC(=O)N1Cc1ccc(Br)cc1`?
TRPC4 act: inactive; MrgX1 PAM: inactive; TRPC4 potent: inactive; MrgX1 agonist: inactive; HIF activator: -27; TRPC6 act: inactive; TRPC4 inh: inactive; PolyA inh: inactive; MrgX1 antagonist: inactive; AI-2 QS mod: 12; TRPC6 inhibitor: inactive

How did COc1ccc(CN(Cc2cc3cc(C)ccc3[nH]c2=O)C(=O)N(C)C)cc1 do in these assays?
TRPC4 act: inactive; MrgX1 PAM: inactive; TRPC4 potent: inactive; MrgX1 agonist: inactive; HIF activator: -0.3; TRPC6 act: inactive; TRPC4 inh: inactive; PolyA inh: inactive; MrgX1 antagonist: inactive; AI-2 QS mod: 33; TRPC6 inhibitor: inactive

What do the screens show for `C=CCn1cc(C(=O)c2cc(Br)ccc2O)cc(C#N)c1=O`?
TRPC4 act: inactive; MrgX1 PAM: inactive; TRPC4 potent: inactive; MrgX1 agonist: inactive; HIF activator: -0.7; TRPC6 act: inactive; TRPC4 inh: inactive; PolyA inh: inactive; MrgX1 antagonist: inactive; AI-2 QS mod: 21; TRPC6 inhibitor: inactive

Results for COc1ccc(-n2nc3c(c2NC(=O)c2ccc4c(c2)OCO4)CS(=O)(=O)C3)cc1 ?
TRPC4 act: inactive; MrgX1 PAM: inactive; TRPC4 potent: inactive; MrgX1 agonist: inactive; HIF activator: -0.3; TRPC6 act: inactive; TRPC4 inh: inactive; PolyA inh: inactive; MrgX1 antagonist: inactive; AI-2 QS mod: 18; TRPC6 inhibitor: inactive

How did CCc1nnc(NS(=O)(=O)c2ccc(NC(=O)OC)cc2)s1 do in these assays?
TRPC4 act: inactive; MrgX1 PAM: inactive; TRPC4 potent: inactive; MrgX1 agonist: inactive; HIF activator: 0.0; TRPC6 act: inactive; TRPC4 inh: inactive; PolyA inh: inactive; MrgX1 antagonist: inactive; AI-2 QS mod: 36; TRPC6 inhibitor: inactive

Results for O=C(O)CCC(=O)N1CCC(C(=O)c2cccc(Cl)c2)CC1 ?
TRPC4 act: inactive; MrgX1 PAM: inactive; TRPC4 potent: inactive; MrgX1 agonist: inactive; HIF activator: 0.3; TRPC6 act: inactive; TRPC4 inh: inactive; PolyA inh: inactive; MrgX1 antagonist: inactive; AI-2 QS mod: 26; TRPC6 inhibitor: inactive

How did CC1CN(Cc2cc(=O)[nH]c(C(C)C)n2)CC(C)O1 (configuration not stated) do in these assays?
TRPC4 act: inactive; MrgX1 PAM: inactive; TRPC4 potent: inactive; MrgX1 agonist: inactive; HIF activator: -0.5; TRPC6 act: inactive; TRPC4 inh: inactive; PolyA inh: inactive; MrgX1 antagonist: inactive; AI-2 QS mod: 12; TRPC6 inhibitor: inactive

How did O=S(=O)(NCCNS(=O)(=O)c1ccccc1)c1ccccc1 do in these assays?
TRPC4 act: inactive; MrgX1 PAM: inactive; TRPC4 potent: inactive; MrgX1 agonist: inactive; HIF activator: -0.2; TRPC6 act: inactive; TRPC4 inh: inactive; PolyA inh: inactive; MrgX1 antagonist: inactive; AI-2 QS mod: -30; TRPC6 inhibitor: inactive

How did CCc1ccc(CN(C)C(=O)c2ccc3c(c2)OCCO3)cc1 do in these assays?
TRPC4 act: inactive; MrgX1 PAM: inactive; TRPC4 potent: inactive; MrgX1 agonist: inactive; HIF activator: 0.1; TRPC6 act: inactive; TRPC4 inh: inactive; PolyA inh: inactive; MrgX1 antagonist: inactive; AI-2 QS mod: 12; TRPC6 inhibitor: inactive

Results for CC1(C)C(=O)OC(C(=O)c2ccccc2)C2(CCCCC2)C1=O (configuration not stated) ?
TRPC4 act: inactive; MrgX1 PAM: inactive; TRPC4 potent: inactive; MrgX1 agonist: inactive; HIF activator: -0.6; TRPC6 act: inactive; TRPC4 inh: inactive; PolyA inh: inactive; MrgX1 antagonist: inactive; AI-2 QS mod: 38; TRPC6 inhibitor: inactive

How did O=C(c1ccc2c(c1)OCO2)N1CCN(c2ccccc2F)CC1 do in these assays?
TRPC4 act: inactive; MrgX1 PAM: inactive; TRPC4 potent: inactive; MrgX1 agonist: inactive; HIF activator: 1.7; TRPC6 act: inactive; TRPC4 inh: inactive; PolyA inh: inactive; MrgX1 antagonist: inactive; AI-2 QS mod: 20; TRPC6 inhibitor: inactive

Results for N#CC(=C1CCCC1)c1nc(-c2cc3ccccc3oc2=O)cs1 ?
TRPC4 act: inactive; MrgX1 PAM: inactive; TRPC4 potent: inactive; MrgX1 agonist: inactive; HIF activator: 1.6; TRPC6 act: inactive; TRPC4 inh: inactive; PolyA inh: inactive; MrgX1 antagonist: inactive; AI-2 QS mod: -6; TRPC6 inhibitor: inactive

What do the screens show for `O=C(CSc1nn(-c2ccc(F)cc2)c(=S)s1)NC1CCS(=O)(=O)C1` (configuration not stated)?
TRPC4 act: inactive; MrgX1 PAM: inactive; TRPC4 potent: inactive; MrgX1 agonist: inactive; HIF activator: -0.2; TRPC6 act: inactive; TRPC4 inh: inactive; PolyA inh: inactive; MrgX1 antagonist: inactive; AI-2 QS mod: 15; TRPC6 inhibitor: inactive

Results for CCn1c(SCc2c(F)cccc2Cl)nnc1-c1ccco1 ?
TRPC4 act: inactive; MrgX1 PAM: inactive; TRPC4 potent: inactive; MrgX1 agonist: inactive; HIF activator: 0.3; TRPC6 act: inactive; TRPC4 inh: inactive; PolyA inh: inactive; MrgX1 antagonist: inactive; AI-2 QS mod: 16; TRPC6 inhibitor: inactive

How did COc1ccc(CCNC(=O)c2cn(C)c3ccc(S(=O)(=O)N4CCOCC4)cc3c2=O)cc1OC do in these assays?
TRPC4 act: inactive; MrgX1 PAM: inactive; TRPC4 potent: inactive; MrgX1 agonist: inactive; HIF activator: -0.6; TRPC6 act: inactive; TRPC4 inh: inactive; PolyA inh: inactive; MrgX1 antagonist: inactive; AI-2 QS mod: 5; TRPC6 inhibitor: inactive

The closing 2 compounds of the part above come first, to join the parts.
Results for CCn1c(SCc2c(F)cccc2Cl)nnc1-c1ccco1 ?
TRPC4 act: inactive; MrgX1 PAM: inactive; TRPC4 potent: inactive; MrgX1 agonist: inactive; HIF activator: 0.3; TRPC6 act: inactive; TRPC4 inh: inactive; PolyA inh: inactive; MrgX1 antagonist: inactive; AI-2 QS mod: 16; TRPC6 inhibitor: inactive

How did COc1ccc(CCNC(=O)c2cn(C)c3ccc(S(=O)(=O)N4CCOCC4)cc3c2=O)cc1OC do in these assays?
TRPC4 act: inactive; MrgX1 PAM: inactive; TRPC4 potent: inactive; MrgX1 agonist: inactive; HIF activator: -0.6; TRPC6 act: inactive; TRPC4 inh: inactive; PolyA inh: inactive; MrgX1 antagonist: inactive; AI-2 QS mod: 5; TRPC6 inhibitor: inactive

How did O=C(Nc1ncccc1O)C1CCN(S(=O)(=O)c2ccc3ccccc3c2)CC1 do in these assays?
TRPC4 act: inactive; MrgX1 PAM: inactive; TRPC4 potent: inactive; MrgX1 agonist: inactive; HIF activator: 0.2; TRPC6 act: inactive; TRPC4 inh: inactive; PolyA inh: inactive; MrgX1 antagonist: inactive; AI-2 QS mod: 24; TRPC6 inhibitor: inactive

Results for COc1ccc(S(=O)(=O)NC(C)C(=O)N2CCCC2)cc1Cl (configuration not stated) ?
TRPC4 act: inactive; MrgX1 PAM: inactive; TRPC4 potent: inactive; MrgX1 agonist: inactive; HIF activator: 0.3; TRPC6 act: inactive; TRPC4 inh: inactive; PolyA inh: inactive; MrgX1 antagonist: inactive; AI-2 QS mod: 19; TRPC6 inhibitor: inactive

How did CCOc1ccc2c(c1)OC(c1ccccc1)(C(F)(F)F)NC2=O (configuration not stated) do in these assays?
TRPC4 act: inactive; MrgX1 PAM: inactive; TRPC4 potent: inactive; MrgX1 agonist: inactive; HIF activator: 0.6; TRPC6 act: inactive; TRPC4 inh: inactive; PolyA inh: inactive; MrgX1 antagonist: inactive; AI-2 QS mod: 3; TRPC6 inhibitor: inactive

What do the screens show for `CCOC(=O)c1ccc(Oc2nc(SC)nc(N(C)C)n2)cc1`?
TRPC4 act: inactive; MrgX1 PAM: inactive; TRPC4 potent: inactive; MrgX1 agonist: inactive; HIF activator: 1.2; TRPC6 act: inactive; PolyA inh: inactive; MrgX1 antagonist: inactive; AI-2 QS mod: -5; TRPC6 inhibitor: inactive

Results for Cc1ccc(CC(CC(=O)O)C(=O)NC2CCCCC2)cc1 (configuration not stated) ?
TRPC4 act: inactive; MrgX1 PAM: inactive; TRPC4 potent: inactive; MrgX1 agonist: inactive; HIF activator: -0.5; TRPC6 act: inactive; TRPC4 inh: inactive; PolyA inh: inactive; MrgX1 antagonist: inactive; AI-2 QS mod: 23; TRPC6 inhibitor: inactive

What do the screens show for `COc1cc(Cl)cc(C(=O)O)c1OCC(=O)O`?
TRPC4 act: inactive; MrgX1 PAM: inactive; TRPC4 potent: inactive; MrgX1 agonist: inactive; HIF activator: -0.1; TRPC6 act: inactive; TRPC4 inh: inactive; PolyA inh: inactive; MrgX1 antagonist: inactive; AI-2 QS mod: 7; TRPC6 inhibitor: inactive

How did Cc1ccsc1CN1CCN(c2ccccn2)CC1 do in these assays?
TRPC4 act: inactive; MrgX1 PAM: inactive; TRPC4 potent: inactive; MrgX1 agonist: inactive; HIF activator: 0.1; TRPC6 act: inactive; TRPC4 inh: inactive; PolyA inh: inactive; MrgX1 antagonist: inactive; AI-2 QS mod: 12; TRPC6 inhibitor: inactive

How did Cc1cc(C(=O)NCc2ccccc2)no1 do in these assays?
TRPC4 act: inactive; MrgX1 PAM: inactive; TRPC4 potent: inactive; MrgX1 agonist: inactive; HIF activator: -0.1; TRPC6 act: inactive; TRPC4 inh: inactive; MrgX1 antagonist: inactive; AI-2 QS mod: 4; TRPC6 inhibitor: inactive

What do the screens show for `CCOc1cc(/C=C(/C#N)C(=O)Nc2ccc(O)cc2)cc(Br)c1O`?
TRPC4 act: 43*; MrgX1 PAM: inactive; TRPC4 potent: inactive; MrgX1 agonist: 62*; HIF activator: 0.0; TRPC6 act: 28*; TRPC4 inh: inactive; PolyA inh: inactive; MrgX1 antagonist: inactive; AI-2 QS mod: 33; TRPC6 inhibitor: -9.7*

What do the screens show for `COc1cc(CN2CCC(CO)(CCOc3ccccc3)CC2)cc(OC)c1`?
TRPC4 act: inactive; MrgX1 PAM: inactive; TRPC4 potent: inactive; MrgX1 agonist: inactive; HIF activator: -0.2; TRPC6 act: inactive; TRPC4 inh: -5*; PolyA inh: inactive; MrgX1 antagonist: inactive; AI-2 QS mod: 17; TRPC6 inhibitor: inactive

These rows are one share of the data, so the mix of outcomes need not match the whole.
